Screens deposited in PubChem by National Center for Advancing Translational Sciences (NCATS).
CCT chaperon mod – changes cytosolic chaperonin activity; purified chaperonin ATPase assay, HTRF ADP detection, 30 min; activity change, % (test concentration not listed), hits read low; 360,000 tested, 0.3% active; in the data active means activity change below about -30%; further: on the % scale 0 is the no-effect control and ±100 the full control effect
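First, chaperonin was dispensed at 40 nM or 20 nM final depending on batch activity. Next, compounds were pinned at 76 uM and ATP added at 10 uM. After 30 min at 37 °C, ADP detection reagents ran 30 min at ambient temperature.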
EPAC2 antagonist – antagonists of human EPAC2. Potency, µM (doses to about 114 µM), without a hit: top-dose activity, negative = inhibition, actives largely listed as inhibitors. EPAC2 GEF exchange of Rap1B-BODIPY-GDP, fluorescence. 360,000 tested, 0.18% active. AID 720708. Q8WZA2; further: potency means the concentration at half of the fitted maximal effect; on the % scale 0 is the no-effect control and ±100 the full control effect; nearly all actives have a fitted effect of over 45% in size; many of its hits are not listed in these tables
Target sequence (Q8WZA2 whole entry, looked up): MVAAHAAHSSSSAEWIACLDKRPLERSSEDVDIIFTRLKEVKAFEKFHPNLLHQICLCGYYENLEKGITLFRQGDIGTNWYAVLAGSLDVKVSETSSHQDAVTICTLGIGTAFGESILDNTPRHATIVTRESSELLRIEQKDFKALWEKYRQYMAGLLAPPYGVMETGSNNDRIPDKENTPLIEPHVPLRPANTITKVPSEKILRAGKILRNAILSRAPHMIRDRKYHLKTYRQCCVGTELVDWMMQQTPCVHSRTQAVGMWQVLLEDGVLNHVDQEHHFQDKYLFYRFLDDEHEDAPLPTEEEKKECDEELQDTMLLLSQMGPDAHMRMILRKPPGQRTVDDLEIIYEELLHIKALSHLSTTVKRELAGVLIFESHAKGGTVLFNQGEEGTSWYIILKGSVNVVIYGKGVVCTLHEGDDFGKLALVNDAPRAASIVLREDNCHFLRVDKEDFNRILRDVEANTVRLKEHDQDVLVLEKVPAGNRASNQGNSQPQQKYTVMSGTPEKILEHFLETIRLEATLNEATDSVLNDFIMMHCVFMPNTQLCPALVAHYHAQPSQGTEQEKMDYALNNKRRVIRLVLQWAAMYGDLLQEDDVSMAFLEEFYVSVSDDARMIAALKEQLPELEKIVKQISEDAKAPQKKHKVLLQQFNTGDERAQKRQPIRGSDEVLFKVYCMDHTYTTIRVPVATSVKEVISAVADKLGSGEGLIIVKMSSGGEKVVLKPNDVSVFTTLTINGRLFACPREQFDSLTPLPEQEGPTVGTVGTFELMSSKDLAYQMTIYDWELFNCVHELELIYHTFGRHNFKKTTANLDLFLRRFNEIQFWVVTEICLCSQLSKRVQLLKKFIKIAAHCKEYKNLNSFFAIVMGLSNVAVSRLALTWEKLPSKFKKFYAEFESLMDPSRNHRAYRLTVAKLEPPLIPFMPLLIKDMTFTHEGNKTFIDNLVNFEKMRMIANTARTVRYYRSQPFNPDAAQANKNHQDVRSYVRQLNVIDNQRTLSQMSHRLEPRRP
Nrf2 activator – activators of Nrf2 (ARE) signaling | AREc32 ARE-luciferase reporter (MCF7-derived line), luminescence, 24 h | Potency, µM (doses to about 46.1 µM), for inactives: top-dose activation, actives largely listed as activators | 410,000 tested, 0.31% active | AID 624171; further: potency means the concentration at half of the fitted maximal effect; % of control where 0% means no effect; nearly all actives have a fitted effect of over 65% in size
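AREc32 cells carrying an ARE-driven firefly luciferase reporter were seeded at 1000 cells/well in OPTI-MEM with 5% FBS, then exposed to compound for 24 hr at 37 deg C. Luminescence was read with Steady-Glo after 30 min at RT.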
Nrf2 inh – blocks Nrf2 signaling; A549 ARE-Fluc reporter, luciferase luminescence, 18-24 h; Potency, µM (top dose mostly 46 µM), for inactives: at the highest dose activity change, negative = inhibition, most hits filed as inhibitors; 360,000 tested, 2.1% active; AID 504444; further: potency means the concentration at half of the fitted maximal effect; on the % scale 0 is the no-effect control and ±100 the full control effect; nearly all actives have a fitted effect of over 60% in size
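Cells were seeded and rested 2 h, then exposed to compounds for 18-24 h. CellTiter-Fluor was read first as a viability measure. BugLite was added 15 min before the final luminescent read of ARE-luciferase activity in A549 cells.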
Akt phos inh – inhibitors of Akt phosphorylation; AID 651550; activity change, % for hits at 50 µM; Neuro2A IGF-stimulated pAkt S473 HTRF, 20 min; active compounds read low; 360,000 tested, 0.32% active; in the data active means activity change below about -80%; inconclusive means mostly about -51% to -80%; further: on the % scale 0 is the no-effect control and ±100 the full control effect
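Neuro2A cells (4,500/well, DMEM with 0.5% FBS) were treated with compound at a single 50 µM final concentration, stimulated with 6 nM IGF for 20 min at 37 °C, and lysed. Phospho-Akt Ser473 was read by HTRF as 665/615 ratio ×10^4.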
EPAC2 agonist – activates human EPAC2 exchange factor. Q8WZA2. EPAC2 activation, biochemical qHTS; response scale: 100% = 6.5 mM cAMP response. Potency, µM (doses to about 154 µM), inactives show top-dose activation, actives largely listed as activators. 360,000 tested, 0.079% active. AID 720711; further: potency means the concentration at half of the fitted maximal effect; nearly all actives have a fitted effect of over 50% in size
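Compounds were titrated in qHTS against a Rap1B-BODIPY-GDP (250 nM) complex with EPAC2 (100 nM) and GDP (50 uM). BODIPY-GDP release tracked at 480/540 nm over 30 min at room temperature, normalized to 6.5 mM cAMP.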
MmCpn inh – blocks the Methanococcus maripaludis chaperonin Mm-Cpn | purified Mm-Cpn ATPase, ADP Transcreener TR-FRET | AID 504842 | Potency, µM (top dose mostly 76.9 µM), for inactives: at the highest dose activity, negative = inhibition, usual class: inhibitors | 330,000 tested, 0.031% active; further: potency means the concentration at half of the fitted maximal effect; on the % scale 0 is the no-effect control and ±100 the full control effect; nearly all actives have a fitted effect of over 80% in size
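Reaction buffer contained 30 mM Tris pH 7.4, 100 mM KCl, 5 mM MgCl2 and 1 mM DTT. Mm-CPN (25 nM final) hydrolysed 10 uM ATP over 30 min at 37°C; ADP was read by HTRF.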
A549 tox – counter-screen for Nrf2 inhibitors: cytotoxicity in A549 cells; A549 ARE-Fluc cells, CellTiter-Fluor viability, 18-24 h; Potency, µM (titrated, usually from 46 µM), for the others: at the top dose activity change, negative = cytotoxicity, actives largely listed as inhibitors; 390,000 tested, 0.16% active; further: potency means the concentration at half of the fitted maximal effect; on the % scale 0 is the no-effect control and ±100 the full control effect
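A549 ARE_Fluc cells in 5% FBS OPTI-MEM were exposed to compounds in concentration-response for 18-24 h at 37 deg C. Viability was read by CellTiter-Fluor fluorescence (Ex 405/Em 525) after 30 min, before the luciferase read.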
TGFb SMAD3 inh – inhibitors of TGF-b signaling | Potency, µM (series often up to 46.1 µM), for inactives: at the top dose activity, negative = inhibition, most hits filed as inhibitors | HepG2 CAGA-GFP TGF-b/SMAD3 reporter, GFP fluorescence, 18 h; TGF-beta stimulated, 500 pg/mL final | 410,000 tested, 1.2% active; further: potency means the concentration at half of the fitted maximal effect; on the % scale 0 is the no-effect control and ±100 the full control effect; nearly all actives have a fitted effect of over 65% in size
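Smad-responsive CAGA-GFP expression was quantified in HEPG2 cells exposed to compounds and 500 pg/mL final TGF-beta for 18 h at 37 degrees C; unstimulated wells defined full inhibition.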
Numbers without * were called inactive; i = inactive; ? = inconclusive; . = not tested or not shown; [ ] = dose if it differs, or a comment. Unless noted, the call rests on the fitted dose curve; in most records, active means well fitted curve in the direction sought with a large enough effect; inconclusive means small, poorly fitted or top-dose-only effect, or another doubt; inactive means no such curve, though single readings can be large; an effect the other way counts as inactive or inconclusive.

molecule	CCT chaperon mod	EPAC2 antagonist	Nrf2 activator	Nrf2 inh	Akt phos inh	EPAC2 agonist	MmCpn inh	A549 tox	TGFb SMAD3 inh
O=C(NC1CCCC1)C1CCC(CNS(=O)(=O)c2cccs2)CC1 (configuration not stated)	-3.4	2%	-0.4%	6%	i	13%	-2%	-5%	-1%
CCCCOC(=O)c1ccc(NC(=O)c2ccc3c(c2)CCN3S(C)(=O)=O)cc1	.	.	2.0%	8%	.	.	.	1%	35%[activator]
COc1ccnc(Oc2ccc(F)cc2)c1-c1ncn[nH]1	-4.3	2%	-0.5%	-1%	i	6%	1%	-6%	0%
COc1cccc2cc(C(=O)C3=C(O)C(=O)N(CCN4CCOCC4)C3c3ccc(C)o3)oc12 (configuration not stated)	-1.2	2%	?	3%	i	3%	-1%	-4%	-1%
CCOc1ccc(C(=O)Nc2ccc(-c3nnc4n3CCCCC4)cc2)cc1OCC	.	.	-0.5%	-19%	.	.	.	6%	17%
c1ccc2c(-c3cc(C4CCNCC4)[nH]n3)cccc2c1	-1.1	-5%	4.3%	-1%	i	-6%	-1%	1%	8%
C=CCSc1ccsc1C(=O)O	1.7	23%	-0.3%	10%	i	0%	-7%	1%	-2%
O=C(Nc1nnc(C2CC2)s1)c1cccc(S(=O)(=O)N2CCc3ccccc32)c1	-2.2	9%	-0.5%	-31%	i	11%	-1%	-12%	-2%
CCOc1cc(N2CCOCC2)c(OCC)cc1NC(=O)c1ccc(OCc2c(C)noc2C)c(OC)c1	-10	12%	-0.1%	-28%	i	6%	0%	0%	-18%
O=C(Nc1ccccc1)N1C(=O)C2(OCCO2)c2ccccc21	-7.6	1%	-0.2%	6%	i	11%	-2%	4%	13%

Entries of single compounds, quoted from the list. Order of screens: CCT chaperon mod, EPAC2 antagonist, Nrf2 activator, Nrf2 inh, Akt phos inh, EPAC2 agonist, MmCpn inh, A549 tox, TGFb SMAD3 inh
`CCOc1ccc(C(=O)Nc2ccc(-c3nnc4n3CCCCC4)cc2)cc1OCC` reads ., ., -0.5%, -19%, ., ., ., 6%, 17%
`CCOc1cc(N2CCOCC2)c(OCC)cc1NC(=O)c1ccc(OCc2c(C)noc2C)c(OC)c1` reads -10, 12%, -0.1%, -28%, i, 6%, 0%, 0%, -18%
`COc1ccnc(Oc2ccc(F)cc2)c1-c1ncn[nH]1` reads -4.3, 2%, -0.5%, -1%, i, 6%, 1%, -6%, 0%

The list goes on:
molecule	CCT chaperon mod	EPAC2 antagonist	Nrf2 activator	Nrf2 inh	Akt phos inh	EPAC2 agonist	MmCpn inh	A549 tox	TGFb SMAD3 inh
O=C1C2CC=CCC2C(=O)N1c1ccc(NCCc2cccc(F)c2)c([N+](=O)[O-])c1 (configuration not stated)	-4.1	-9%	-0.7%	-6%	i	15%	-7%	1%	-20%
Cc1ccc(CNS(=O)(=O)c2ccc(-c3cc(C(F)(F)F)on3)s2)cc1	.	.	-0.8%	23%	.	.	.	4%	-3%
COC[C@H]1CCCN1[C@@H]1CS(=O)(=O)N[C@H]1COCc1ccccc1	-1.6	-6%	-0.9%	.	i	4%	.	.	-24%
O=S1(=O)CCOC[C@H](CC2CCCCC2)N1Cc1ccc(Cl)cc1	-1.6	-19%	-1.0%	-7%	i	4%	3%	3%	?
COc1ccc(CCC(=O)N2CCCC(Nc3ccc(C)c(C)c3)C2)cc1OC (configuration not stated)	-3.4	-11%	0.3%	15%	i	-3%	-1%	-2%	1%
Cc1c(C(=O)O)oc2c1ccc1ccccc12	0.1	3%	-0.4%	-9%	i	-5%	0%	-11%	32%[activator]
CC(C)(C)c1ccc(OCCCC(=O)NNC(=O)c2ccccc2O)cc1	-2.2	15%	0.5%	2%	i	4%	-2%	-2%	-14%
N#CCCn1cc(/C=C(\C#N)c2nc3ccccc3s2)c(-c2ccc(F)cc2)n1	0.8	4%	0.1%	-19%	-88%*	-3%	-7%	-3%	8%
O=C(Nc1ccc(Cl)c([N+](=O)[O-])c1)c1ccncc1	-19	3%	-0.2%	-27%	i	8%	1%	4%	?
Cn1ncc(C#N)c1/N=C/N(Cc1ccccc1)Cc1ccccc1	0.0	-12%	6.5%	?	i	21%	-2%	3%	-12%
CCOc1ccc(NC(=O)COC(=O)c2ccc3c(c2)OCCO3)cc1	-28	12%	-0.3%	1%	i	5%	-12%	0%	2%
CC(OC(=O)C1CCC1)C(=O)Nc1cc(Cl)cc(Cl)c1 (configuration not stated)	1.0	-5%	-0.1%	-10%	i	1%	-1%	-5%	16%
Cc1cc(=O)n2nc(N3CCCC(C(=O)NCCC4=CCCCC4)C3)sc2n1 (configuration not stated)	-4.0	1%	-0.8%	6%	i	1%	-1%	0%	0%
O=C(C1=NN[C@@H]2C(=O)N(c3cccc(C(F)(F)F)c3)C(=O)[C@H]12)c1cnccn1	-2.4	16%	0.5%	0%	i	0%	-1%	-1%	4%
CCCCCN1C(C(=O)c2ccccc2)=C(NC(=O)c2ccc(OC)cc2)c2ccccc2S1(=O)=O	.	.	-1.0%	-2%	.	.	.	-15%	-15%
O=C(CSc1n[nH]c(-c2ccccc2)n1)Nc1ccc(Br)cn1	-2.5	-3%	3.8%	?	i	2%	5%	-12%	-27%
O=C(COc1ccc([N+](=O)[O-])cc1Cl)N(C1CCCCC1)C1CCS(=O)(=O)C1 (configuration not stated)	-2.3	-3%	0.2%	-9%	i	-12%	-3%	5%	-7%
Cc1noc(C)c1CSc1nnc(-c2ccncc2)n1-c1cccc(Cl)c1C	0.5	12%	0.5%	17%	i	-3%	-4%	-2%	1%
COc1ccc(NC(=O)[C@H](C)NC(=O)C2CCN(S(=O)(=O)c3ccc(C)cc3)CC2)cc1	-1.3	15%	-0.9%	6%	i	-9%	3%	1%	-12%
CSc1nc(NCC(C)O)c2c3c(sc2n1)CN(C)CC3 (configuration not stated)	-0.1	-8%	3.5%	10%	i	4%	-2%	14%	-4%

Further compounds follow.
Fields – CCT chaperon mod	EPAC2 antagonist	Nrf2 activator	Nrf2 inh	Akt phos inh	EPAC2 agonist	MmCpn inh	A549 tox	TGFb SMAD3 inh
Cc1ccc(S(=O)(=O)NNc2ccccc2)c(C)c1
→ 0.8	4%	0.4%	-2%	i	10%	0%	4%	-2%
CCOc1ccccc1C(=O)N/N=C/c1cccc2cccnc12
→ -5.4	3%	?	-19%	i	11%	0%	2%	?
CC1CCc2sc(NC(=S)NC(=O)c3ccccc3)c(C#N)c2C1 (configuration not stated)
→ -1.3	-6%	0.4%	?	i	-1%	-1%	-12%	?
COc1ccc(C(=O)NCc2ccc3[nH]c(C)cc3c2)cc1OC
→ -2.0	-2%	-0.6%	-10%	i	16%	-2%	5%	-6%
COc1ccc(Nc2cc(C)c3cc(NC(=O)Cc4c(F)cccc4Cl)ccc3n2)cc1
→ .	.	3.5%	-15%	.	.	.	-18%	0%
COc1ccc(CNC(=O)Cn2cc([N+](=O)[O-])nc2C)cc1
→ -1.3	5%	-0.9%	14%	i	-1%	.	-10%	-3%
CCOC1=NN(c2ccccc2)C(=O)/C1=C\N(C)C
→ -2.9	-3%	0.0%	10%	i	5%	1%	4%	-7%
CCC(CC)NCCOC(=O)c1ccc([N+](=O)[O-])cc1
→ -1.0	-3%	-0.8%	-12%	i	9%	-4%	13%	-4%
COc1cc(C2=NC(CO)(CO)CO2)cc(OC)c1OC
→ 0.1	31%	-0.4%	?	i	-1%	-2%	2%	33%[activator]
OC1CCN(C(=S)Nc2ccc(Oc3ccccc3)cc2)CC1
→ -8.7	-10%	2.5%	?	i	3%	1%	-2%	0%
Cc1cc(C)cc(NC(=O)Nc2c[nH]c(=O)[nH]c2=O)c1
→ .	.	0.0%	7%	.	.	.	-1%	0%
Cc1cccc(CN2CCC(CNC(=O)Cn3ncc4c([nH]c5ccccc54)c3=O)CC2)c1
→ -2.7	6%	-0.5%	3%	i	-4%	-5%	1%	15%
O=C(NCc1nc2ccccc2[nH]1)c1c(F)c(F)c(F)c(F)c1F
→ 0.7	4%	2.5%	-1%	i	6%	1%	-4%	24%
COCCn1c(N)c(C(=O)Nc2sc3c(c2C(=O)OC)CCCC3)c2nc3ccccc3nc21
→ -0.8	-1%	2.9%	9%	i	6%	-3%	3%	-1%
O=C(COc1ccccc1)NNc1nc2c(F)cc(F)cc2s1
→ 0.0	4%	0.2%	7%	i	5%	1%	1%	29%
CCOC(=O)C1CCN(C(=O)c2c(-c3ccccc3)noc2C)CC1
→ -6.7	-7%	4.2%	-27%	i	3%	-3%	1%	-2%
COC(=O)n1c(=O)oc2ccc(S(=O)(=O)N3CCCCC3)cc21
→ -0.8	-11%	0.0%	1%	i	-5%	-1%	0%	0%
COc1ccc(C(=O)NCc2ccncc2)cc1S(=O)(=O)N1CCOCC1
→ -3.2	-5%	-0.8%	-3%	i	-3%	-5%	5%	-2%
Cc1ccc(CN2[C@@H](CC(C)C)COCCS2(=O)=O)cc1
→ 1.1	-17%	-0.8%	-13%	i	1%	.	-2%	?
COc1ccc(NC(=O)C(C)n2c(C)c3cnn(-c4ccccc4)c(=O)c3c2C)cc1Cl (configuration not stated)
→ .	.	7.1%	-30%	.	.	.	-4%	?

The list is partial, so the mix of outcomes need not match the whole.
